# KDM5B inh = Primary screen for KDM5B Histone Demethylases FDH-coupled qHTS; KDM5B demethylase, FDH-coupled NADH fluorescence (FDH is formaldehyde dehydrogenase); Lysine-specific demethylase 5B (Homo sapiens), Q9UGL1; hit rate 2.6% among 220,000; Potency, µM (series often up to 57.7 µM), without a hit: at the highest dose activity change, negative = inhibition, most hits filed as inhibitors; active = well fitted inhibition curve with a large enough effect; inconclusive = small, poorly fitted or top-dose-only effect; inactive = no such curve, though single readings can be large or run the other way; note: 0% is about no effect; nearly all actives have a fitted effect of over 70% in size
# Target sequence (Q9UGL1 whole entry, looked up): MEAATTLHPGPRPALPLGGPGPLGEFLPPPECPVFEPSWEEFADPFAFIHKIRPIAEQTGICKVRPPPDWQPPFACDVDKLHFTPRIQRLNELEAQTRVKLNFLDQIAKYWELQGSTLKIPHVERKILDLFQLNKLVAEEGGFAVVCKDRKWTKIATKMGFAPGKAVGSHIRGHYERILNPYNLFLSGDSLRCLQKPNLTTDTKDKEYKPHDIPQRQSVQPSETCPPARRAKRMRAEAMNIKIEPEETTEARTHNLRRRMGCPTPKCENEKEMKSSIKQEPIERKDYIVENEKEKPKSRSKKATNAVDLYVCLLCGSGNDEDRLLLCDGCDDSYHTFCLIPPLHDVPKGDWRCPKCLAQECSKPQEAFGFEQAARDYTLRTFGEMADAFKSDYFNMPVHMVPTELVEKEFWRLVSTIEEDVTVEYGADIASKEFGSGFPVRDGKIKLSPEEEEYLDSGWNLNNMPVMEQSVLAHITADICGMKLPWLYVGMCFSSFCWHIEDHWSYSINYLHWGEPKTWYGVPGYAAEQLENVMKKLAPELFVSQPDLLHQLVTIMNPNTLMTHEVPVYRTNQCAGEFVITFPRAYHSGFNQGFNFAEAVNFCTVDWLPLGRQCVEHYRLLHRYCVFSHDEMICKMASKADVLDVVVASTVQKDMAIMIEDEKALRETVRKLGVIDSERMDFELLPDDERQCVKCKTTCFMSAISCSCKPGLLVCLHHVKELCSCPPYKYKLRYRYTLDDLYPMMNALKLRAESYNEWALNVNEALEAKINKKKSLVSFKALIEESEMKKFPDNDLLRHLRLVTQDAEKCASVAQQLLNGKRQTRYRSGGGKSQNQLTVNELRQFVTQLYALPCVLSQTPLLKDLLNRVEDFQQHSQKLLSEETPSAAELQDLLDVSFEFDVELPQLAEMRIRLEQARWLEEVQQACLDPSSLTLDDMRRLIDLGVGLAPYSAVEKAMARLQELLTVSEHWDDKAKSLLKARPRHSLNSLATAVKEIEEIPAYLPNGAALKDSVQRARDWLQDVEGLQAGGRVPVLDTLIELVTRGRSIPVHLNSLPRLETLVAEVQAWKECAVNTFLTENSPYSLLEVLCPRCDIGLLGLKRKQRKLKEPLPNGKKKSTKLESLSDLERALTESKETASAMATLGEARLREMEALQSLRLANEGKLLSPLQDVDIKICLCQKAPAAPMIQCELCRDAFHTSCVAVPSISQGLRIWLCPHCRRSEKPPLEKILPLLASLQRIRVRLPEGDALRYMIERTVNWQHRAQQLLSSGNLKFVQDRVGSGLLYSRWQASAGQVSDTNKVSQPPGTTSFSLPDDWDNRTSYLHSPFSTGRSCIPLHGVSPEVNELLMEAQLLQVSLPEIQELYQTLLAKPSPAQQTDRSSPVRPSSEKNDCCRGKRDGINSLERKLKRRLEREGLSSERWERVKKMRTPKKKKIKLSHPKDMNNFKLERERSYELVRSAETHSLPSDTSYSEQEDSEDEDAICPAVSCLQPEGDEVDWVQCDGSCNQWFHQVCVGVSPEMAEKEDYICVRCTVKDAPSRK
#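 Coupled FDH/NAD⁺ fluorescence readout. KDM5BΔAP 200 nM final; compound titration, 10 min RT preincubation; substrate mix 12.5 µM H3K4me3, 25 µM 2-OG, 50 µM Fe(II), 100 µM ascorbate, 0.25 mM NAD⁺, 0.25 U/mL FDH; ΔRFU over 30 min.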
# * = called active by the depositor; i = inactive; u = inconclusive; & = joins results of further samples; [ ] = another dose, or the depositor's remark. Potency is the fitted concentration of half-maximal effect.
KDM5B inh	mol
-8.7%	Cn1nc2n(c1=O)CCN(Cc1ccc3c(c1)CCO3)CC2
u	Cc1cc(C)nc(NC(c2cccs2)c2c(NC(=O)c3ccco3)sc(C)c2C)n1 (centres undefined)
-4.5%[149 µM]	CC(=O)N1CC2(CCN(CC3CC3)CC2)Cc2ccccc21
27.0%	c1ccc(Nc2ccccn2)nc1
-18.2%	Cc1ccc2nc(-c3ccccc3O)c(Nc3ccccc3C)n2c1
23.9%[115 µM]	CS(=O)(=O)N1Cc2ccccc2CC2(CCCN2Cc2cccnc2)C1 (centres undefined)
2.1%	COC(=O)c1cc2occc2n1Cc1cccc(OC)c1
i	Nc1ccc2cc(S(=O)(=O)O)cc(S(=O)(=O)O)c2c1
-4.8%	Cc1ccc(S(=O)(=O)N2CCN(c3cnn(-c4ccccc4)c(=O)c3Cl)CC2)cc1
u	O=C(c1cnc(N2CCCCC2)c2ccccc12)N1CCN(c2ccc(F)cc2)CC1
1.5%	CCc1ccc(C(=O)CSc2nc3ccccc3c(=O)[nH]2)cc1
-30.3%	Cc1ccccc1CN1CCC(CNC(=O)c2c(C)oc3ncnc(N4CCCCC4)c23)CC1
14.0%	CCCCCCN(CCC(=O)NCCC)C(=O)c1ccoc1
u	Cn1c(C(=O)NCc2ccccc2F)cc2oc3ccccc3c21
-6.5%	O=C(N/N=C/C(Cl)=C/c1ccccc1)c1cccs1
-4.8%&-5.1%	Cc1ccc(-c2nn(CC(=O)N3CCOCC3)c(=O)c3ccccc23)cc1S(=O)(=O)N(C)C
-1.6%	CC(C)n1cnnc1-c1nn(C)c2c1CN(C(=O)c1n[nH]c3ccccc13)CC2
-7.0%	O=C(CSc1nc2c(cnn2-c2ccc(F)cc2)c(=O)[nH]1)Nc1ccccc1C(F)(F)F
u	CC(=O)Nc1ccc2nc(SCCOc3ccccc3Cl)sc2c1
28.2µM*	O=C(NCCCN1CCCCC1)c1cccnc1N1CC2CC(C1)[C@H]1CCCC(=O)N1C2 (some centres undefined)
u	CC(C)(C)c1ccc(CSc2nc3c(c(=O)[nH]2)CCCC3)cc1
17.7%	CCn1c(CCCOc2ccc(Cl)cc2C)nnc1SCc1ccc(Cl)cc1
-20.2%	Cc1ccc(-c2csc(Nc3ccccn3)n2)cc1C
u	Cc1ccc(-c2cc(Nc3ccccc3)nc(C)n2)cc1
11.5%	COc1cccc(-n2nnc(-c3nc(-c4cccs4)no3)c2N)c1
-25.7%	CCC(=O)Nc1cccc(C2OC(=O)N(Cc3ccc(C)cc3)C2C(=O)Nc2ccc(F)cc2)c1 (centres undefined)
32.3%[activator]	Cc1nn(-c2ccc(C(F)(F)F)cc2)c(C)c1[C@@H]1C=C[C@@H](NC(=O)CCCC(=O)O)C1
11.5%	COCc1nc(C2CCCN(C(=O)NCCC(C)C)C2)no1 (centres undefined)
3.7%	O=C(COC(=O)Cc1n[nH]c(=O)c2ccccc12)NCC(=O)Nc1ccc(F)c(F)c1F
-6.1%[86.2 µM]	COC(=O)N1CCC2(CC1)C(=O)NN=C2c1ccccn1
16.9%	O=C1NCCCCCN(C(=O)COc2ccc(F)cc2)[C@H]2CCC[C@@H]12
3.2%	COc1ccc(C(CC(=O)N2CCCC2)c2ccccc2)cc1 (centres undefined)
13.8%	CC(NC(=O)CSc1ncc(-c2ccccc2)o1)C1CC1 (centres undefined)
11.3%	CCc1cccc2c(C(=O)CSc3nc4ccccc4o3)c[nH]c12
3.5%	O=C(CSc1cn(CCNC(=O)c2ccccc2F)c2ccccc12)Nc1ccccc1F
18.5%	C[C@H](Nc1ccc(C(F)(F)F)cc1[N+](=O)[O-])C(=O)OCC(=O)NC12CC3CC(CC(C3)C1)C2
u	O=C(NCc1ccccc1)c1cc(NCc2cccnc2)ccn1
10.8%	CCOC(=O)c1c(NC(=O)COc2ccc(C)cc2C(C)(C)C)sc2c1CCC(C)C2 (centres undefined)
u	CN(CCCNC(=O)CCC[C@H]1NC[C@@H]2C[C@H]1CN(Cc1ccccc1)C2)C1CCCCC1
u	CC(=O)Nc1ccc(NC(=O)CSc2nc3ccccc3nc2N2CCC(C)CC2)cc1
-23.5%	CCCC(C)NC(=O)c1ccccc1C (centres undefined)
u	COc1ccc(CCNc2nc3c(-c4cccc(C)c4)nnn3c3ccccc23)cc1OC
u	CN1CCN(C(=O)c2ccc(-c3ccc(N4CCCCC4)nc3)cc2)CC1
-14.2%	Cc1c(CN(C)C(=O)c2cc(COc3ccccc3F)[nH]n2)cnn1C
1.7%	COCCOC1CN(C2CCN(Cc3ccccc3)CC2)C12CCCCC2 (centres undefined)
i	Cn1ccc2c(C(=O)NCCc3cnc[nH]3)nc(-c3cccc(CO)c3)cc21
-1.1%	O=C(NCc1ccccc1)c1nc(-c2cccc3[nH]ccc23)no1
-4.4%	Cc1ccc(S(=O)(=O)N(C)C)cc1NC(=O)c1ccc2ccccc2n1
-14.7%	CCOC(=O)c1cc(S(=O)(=O)Nc2ccc3c(c2)OCCO3)[nH]n1
-25.9%[86.2 µM]	Cn1cc(CN2CCN3C(=O)N(C4CCOCC4)C[C@H]3C2)cn1
u	O=C(NCCc1cccs1)c1ccc(Cn2c(SCc3ccc(F)cc3)nc3cccnc32)cc1
11.8%	O=C(Nc1ccc(F)c(Cl)c1)C1CCCC1
u	CN(c1ccccc1)c1cc(=O)c2ccnc(Nc3cccnc3)c2o1
-11.0%	Cc1ccc(CC(=O)Nc2cccc(-c3nnc4n3CCCC4)c2)cc1
8.0%	Cc1ccc(N(CC(=O)N2CCN(c3ccccc3F)CC2)S(=O)(=O)c2c(C)noc2C)cc1
13.0%	CC(C)(C)NC(=O)c1ccc(NC(=O)c2cc(=O)[nH]c3ccccc23)cc1
u	CC(=O)Oc1cc(C(=O)OCC(=O)NC23CC4CC(CC(C4)C2)C3)cc(OC(C)=O)c1OC(C)=O
-3.3%	CCc1ccc(-n2c(=O)c3ccc(C(=O)NCCc4ccccc4)cc3n(Cc3ccccc3C#N)c2=O)cc1
-28.2%	COCC(=O)NC[C@H]1CCN(Cc2scnc2C)C[C@H]1N(C)C
-23.6%	CCn1cc(-c2ccc(F)cc2)cc1C(=O)O

# The results go on:
KDM5B inh	mol
14.2%	CCNC(=O)c1ccc(NC(=O)N2CCCCc3ccccc32)cc1
3.6%	CCC(CC)NC(=O)C1CCN(c2cnn(CCOC)c(=O)c2)C1 (centres undefined)
5.7%[115 µM]	COc1ccccc1-c1nnc2n1C(C(=O)NCCc1ccc(Cl)cc1)CC2 (centres undefined)
-29.9%	COC(=O)C1=C(CS(=O)(=O)c2ccc(C)cc2C)NC(=O)NC1c1ccc(C)cc1 (centres undefined)
-13.7%	CC1CCN(CCCN2C(=O)C3C(C(=O)Nc4cccc(Cl)c4)C4C=CC3(O4)C2C(=O)NC2CCCCC2)CC1 (centres undefined)
-52.4%	COc1ccc2[nH]c(C(=O)N3CCc4ccccc4C3)c(C)c2c1
20.6%	NC(CO)C(=O)OCc1ccccc1 (centres undefined)
-12.8%[86.2 µM]	O=C(c1ccc2c(c1)OCO2)N1CCC12Cc1ccccc1NC2=O (centres undefined)
3.0%	CCCCCn1c(=O)[nH]c2cc(C(=O)N3CCN(c4cccc(Cl)c4)CC3)ccc2c1=O
-12.5%	Cn1nc(C(=O)N2CCN(c3ccccc3)CC2)c2c1-c1ccccc1S(=O)(=O)C2
u	CCN(CC)c1cc(NC2CCCCC2)c2c3c(onc13)-c1ccccc1C2=O
-6.5%[86.2 µM]	CCC(CC)C(=O)NC[C@@H]1C=C(C)[C@H](Cc2nc3ccc(F)cc3[nH]2)C[C@H]1C(C)C
39.8µM*	COc1cccc(-c2nc(-c3c(C)noc3C)cc3c2cc(C)n3CCN(C)C)c1OC
-6.9%	O=C(NC1CC(=O)N(c2ccccc2)C1)c1ccco1 (centres undefined)
-10.9%	COc1ccccc1Cc1nc2ccccc2nc1SCC(=O)Nc1cc(Cl)ccc1OC
-3.4%	COc1cccc(C(=O)N2C(C(=O)NC(C)C)COC23CCN(C(=O)c2ccccc2F)CC3)c1 (centres undefined)
-6.9%	O=C(O)CCCCCNC(=O)Cn1ccc2ccc(Cl)cc21
-12.4%	CC1(c2noc(C3CCOCC3)n2)CCN(Cc2c(F)cccc2Cl)CC1
-16.7%	CN(CC1CCOCC1)C(=O)NCc1ccco1
-4.9%	CC(=O)CSc1nc(-c2ccccc2)[nH]c1S(=O)(=O)c1ccc(C)cc1
u	COc1ccc([N+](=O)[O-])c2cccnc12
-9.5%	COc1ccc(N2CCN(CCCNC(=O)C3COc4ccccc4C3)CC2)cc1 (centres undefined)
-27.5%	CC(=O)c1ccc(NS(=O)(=O)c2cc3[nH]c(=O)c(=O)[nH]c3cc2C)cc1
16.2%	O=C(c1cccc(Cl)c1)N1CCCC2(C1)NC(=O)N(Cc1ccccc1)C2=O (centres undefined)
-10.2%	CC(C)(C)C(=O)c1cn(CCOc2ccccc2F)c2ccccc12
59.9%[activator]	CC(NC(=O)c1cc(=O)[nH]c2ccccc12)c1ccccc1 (centres undefined)
-11.2%	CCC1CCCCN1CCCNC(=O)c1ccc2c(c1)N(Cc1ccccc1F)C(=O)c1ccccc1S2(=O)=O (centres undefined)
u	CCN(CC)c1cc(CCC(=O)N2CCN(c3cccc(OC)c3)CC2)ccn1
25.8%	Cc1ccc(C(=O)N2CCc3n[nH]c(=O)n3CC2)cc1F
-31.2%	COc1cccc(-c2cc(-c3nc(C4CC(=O)N(C5CCCCC5)C4)no3)[nH]n2)c1 (centres undefined)
-21.8%	O=C(Nc1c(F)cccc1F)N1CCOc2ccc(CN3CCc4ccccc4C3)cc2C1
-9.0%	CC1C(=O)N2CCCc3cc(S(=O)(=O)N(C)c4ccccc4)cc1c32 (centres undefined)
-4.9%	C/C(=N/Nc1ccnc2cc(Cl)ccc12)c1cccc(N)c1
u	N#Cc1nc(-c2ccccc2)oc1N1CCOCC1
-22.1%	Cc1ccc(C)c(NC(=O)C(Cc2ccccc2)N2Cc3ccccc3C2=O)c1 (centres undefined)
50.0%[activator]	COc1ccc(C(=O)N2CCC3(CC2)CNC(C(=O)O)C3)cc1Cl (centres undefined)
2.2%	COC(=O)c1ccccc1N=Nc1c(N)n[nH]c1N
u	CCOc1ccccc1CN1CCC2(CCN([S+](=O)([O-])c3ccc(C)cc3)CC2)Oc2ccccc21
u	Ic1cc2c(-c3ccccc3)c(-c3ccccc3)[nH]c2c2ccccc12
35.7%	Cc1cccc(NC(=O)Cn2nc3n(c2=O)CCCCC3)c1C
u	Cc1ccc(-c2noc(CCCC(=O)N3CCc4nc5cc[nH]n5c(=O)c4C3)n2)cc1
32.3%[activator]	CCc1ccc(NC(=O)CSC2=Nc3ccccc3C3=NC(CC(=O)NCc4cccs4)C(=O)N23)cc1 (centres undefined)
10.7%	O/N=C/c1ccc(OC(F)F)cc1
13.0%	C=CCOc1nc2c(c(=O)n(Cc3ccc(Cl)cc3)c(=O)n2C)n1C
19.1%	CCN1CCN(C(c2cccs2)C(C)NC(=S)Nc2cccc(C)c2C)CC1 (centres undefined)

# An excerpt of these results, with tabs.
structure	KDM5B inh
O=C(Nc1c(F)cccc1F)N1CCOc2ccc(CN3CCc4ccccc4C3)cc2C1	-21.8%
CC1C(=O)N2CCCc3cc(S(=O)(=O)N(C)c4ccccc4)cc1c32 (centres undefined)	-9.0%
C/C(=N/Nc1ccnc2cc(Cl)ccc12)c1cccc(N)c1	-4.9%
N#Cc1nc(-c2ccccc2)oc1N1CCOCC1	u
Cc1ccc(C)c(NC(=O)C(Cc2ccccc2)N2Cc3ccccc3C2=O)c1 (centres undefined)	-22.1%
COc1ccc(C(=O)N2CCC3(CC2)CNC(C(=O)O)C3)cc1Cl (centres undefined)	50.0%[activator]
COC(=O)c1ccccc1N=Nc1c(N)n[nH]c1N	2.2%
CCOc1ccccc1CN1CCC2(CCN([S+](=O)([O-])c3ccc(C)cc3)CC2)Oc2ccccc21	u
Ic1cc2c(-c3ccccc3)c(-c3ccccc3)[nH]c2c2ccccc12	u
Cc1cccc(NC(=O)Cn2nc3n(c2=O)CCCCC3)c1C	35.7%
Cc1ccc(-c2noc(CCCC(=O)N3CCc4nc5cc[nH]n5c(=O)c4C3)n2)cc1	u
CCc1ccc(NC(=O)CSC2=Nc3ccccc3C3=NC(CC(=O)NCc4cccs4)C(=O)N23)cc1 (centres undefined)	32.3%[activator]
O/N=C/c1ccc(OC(F)F)cc1	10.7%
C=CCOc1nc2c(c(=O)n(Cc3ccc(Cl)cc3)c(=O)n2C)n1C	13.0%
CCN1CCN(C(c2cccs2)C(C)NC(=S)Nc2cccc(C)c2C)CC1 (centres undefined)	19.1%

# (cont.)
KDM5B inh	mol
-27.8%[86.2 µM]	CN(C)c1cccc(NC(=O)Cc2c[nH]c3ncc(-c4cccnc4)cc23)c1
11.6%	O=C(Cc1c(F)cccc1Cl)NCCC12CC3CC(CC(C3)C1)C2
23.0%	CNC(=O)Cn1nc(C2CCN(C(=O)c3cccc(F)c3)CC2)c2c1CCOC2
-6.7%	CN(Cc1cccc(C(N)=O)c1)C(=O)c1nn(-c2ccccc2)c(=O)c2ccccc12
5.4%	C=CCn1c(SCC(=O)c2ccccc2)nc2c1c(=O)n(C)c(=O)n2C
11.7%[149 µM]	O=C(C1CCCC1)N1CC2(Cc3ccccc3NC2=O)C1
12.3%	Cc1cnc(C(=O)NC2C[C@H]3CC[C@@H](C2)N3C(=O)CCC2CCCC2)cn1 (some centres undefined)
-9.0%	CC(=O)c1cccc(NC(=O)C2CCCN(C(=O)c3cnn(-c4ccccc4)c3-n3cccc3)C2)c1 (centres undefined)
13.0%	C[C@H]1COc2cc(Br)ccc2S(=O)(=O)N1Cc1cn(Cc2ccc(Br)cc2)nn1
18.3%	COc1ccc(C(=O)N/C(=C/c2cccnc2)C(=O)Nc2cccc(C(C)=O)c2)cc1OC
-1.4%	COc1ccc(C)cc1CC(=O)OCc1ccc(C#N)cc1

# Compound activity from PubChem.

# The list is partial; count on the stated rates, not on these rows.
